RAD54 inh – RAD54 (human) branch migration inhibition; inhibition, % at 10.4 µM; RAD54 Holliday junction branch migration, FAM/BHQ fluorescence; 360,000 tested, 0.14% active;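 active = mean normalized replicate activity at least 40 and at least half of replicates scoring 40 or more; inconclusive = only one of the two criteria met; inactive = mean below 40 and under half of replicates reaching 40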;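 note: 0% = median of neutral control wells and 100% = median of positive control wells; inhibitors cause a drop in the FAM fluorescence signal; in these data hits start at about 50%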
S100A4 MyoIIA – inhibitors of human S100A4 binding to myosin IIA peptide. P26447. S100A4/TAMRA-MyoIIA peptide fluorescence polarization. inhibition, % at 10.7 µM. 360,000 tested, 0.14% active;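 active = mean inhibition of at least 70% across replicates, with every replicate also reaching that level; inconclusive = mean inhibition reaches 70% but some replicates fall short; inactive = mean inhibition below 70%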
Target sequence (P26447 whole entry, looked up): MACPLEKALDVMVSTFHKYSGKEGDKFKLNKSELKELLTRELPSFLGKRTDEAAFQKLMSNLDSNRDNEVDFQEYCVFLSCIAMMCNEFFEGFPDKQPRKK
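incubation = readout 5 min after mixing, signal stable up to 60 min | system = S100A4 monomer protein | buffer or medium = HEPES pH 7.2 with CaCl2, KCl, NaCl, DTT, Triton | benchmarks = neutral control DMSO, positive control TFP | also added = fluorescent myosin IIA peptide, 5 nM | compound dosing = one concentration per compound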
ERAP1 inh – inhibitors of human ERAP1 aminopeptidase; Q9NZ08; recombinant ERAP1, Leu-AMC fluorescence, 60 min; inhibition, % at 10.7 µM; 340,000 tested, 0.15% active; AID 652197;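 active = mean replicate inhibition of at least 30%, or all replicates individually reaching that 30% level; inactive = mean below 30% and not every replicate reaching it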;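 note: 0% = neutral control wells and 100% = L-leucinethiol positive control wells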
esBAF inh – SWI/SNF esBAF complex inhibition; mouse ES cells, Bmi1-luciferase knock-in reporter, 24 h; 100% = twice the neutral-well signal; 350,000 tested, 2% active; reporter increase, % at 12.5 µM; in the data active = activation above about 40%; inconclusive = no clear call, values can overlap the other calls;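 note: 0% = median of the plate's neutral control wells and 100% = double that signal; a rise in the Bmi1 reporter signal indicates esBAF inhibition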
RAD52 inh – inhibitors of human RAD52 DNA annealing; 360,000 tested, 0.46% active; inhibition, % at 18.7 µM; P43351; recombinant RAD52 DNA annealing, FRET fluorescence;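 active = every replicate showing at least 50% inhibition; inconclusive = mean inhibition at least 50% but not in every replicate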
Target sequence (P43351 whole entry, looked up): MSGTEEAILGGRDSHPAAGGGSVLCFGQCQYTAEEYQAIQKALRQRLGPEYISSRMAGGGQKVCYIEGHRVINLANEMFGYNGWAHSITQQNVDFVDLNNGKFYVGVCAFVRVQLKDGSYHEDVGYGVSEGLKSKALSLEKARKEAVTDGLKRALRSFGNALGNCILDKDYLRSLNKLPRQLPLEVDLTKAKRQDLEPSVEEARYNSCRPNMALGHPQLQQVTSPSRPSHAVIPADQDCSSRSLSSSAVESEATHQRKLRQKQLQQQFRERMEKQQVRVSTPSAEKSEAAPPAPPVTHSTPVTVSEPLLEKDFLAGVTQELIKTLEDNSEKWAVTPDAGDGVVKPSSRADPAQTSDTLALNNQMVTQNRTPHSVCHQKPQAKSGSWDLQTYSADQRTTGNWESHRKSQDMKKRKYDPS
ERp5 inh – ERp5 (human) disulfide isomerase inhibition. Q15084. ERp5 insulin aggregation, absorbance 650 nm, 90 min. inhibition, % at 9.99 µM. 350,000 tested, 0.05% active. AID 651711;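 active = mean replicate inhibition above about 25%, with every replicate also reaching it, limit read from the data, passing the limit was not always enough; inconclusive = only one of those two criteria met; inactive = neither criterion met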
Target sequence (Q15084 whole entry, looked up): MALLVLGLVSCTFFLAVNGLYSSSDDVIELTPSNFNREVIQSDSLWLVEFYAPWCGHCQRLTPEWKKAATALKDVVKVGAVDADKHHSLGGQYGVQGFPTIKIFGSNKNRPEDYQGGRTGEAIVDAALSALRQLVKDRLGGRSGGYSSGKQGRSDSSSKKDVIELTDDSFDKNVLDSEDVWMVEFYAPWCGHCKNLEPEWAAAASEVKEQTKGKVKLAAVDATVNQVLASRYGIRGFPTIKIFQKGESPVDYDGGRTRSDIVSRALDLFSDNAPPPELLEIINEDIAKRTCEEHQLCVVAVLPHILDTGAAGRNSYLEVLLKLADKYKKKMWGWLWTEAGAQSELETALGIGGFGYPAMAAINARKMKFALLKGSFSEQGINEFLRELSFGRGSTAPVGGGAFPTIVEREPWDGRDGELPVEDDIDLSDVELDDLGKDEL
XiGFP reactiv – activators of X-chromosome reactivation in mouse fibroblasts | 360,000 tested, 0.055% active | activation, % at 7.58 µM | XiGFP mouse fibroblasts, % GFP-positive cells imaging, 3 d; cells co-treated with 5-aza-dC sensitizer; scaled so ellipticine positive control = 100% | AID 743238;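 active = mean normalized replicate activation at least 10% and every replicate at or above 10%; inconclusive = only one of the two criteria met; inactive = mean below 10% and not all replicates reach 10%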;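 note: 0% = median of on-plate neutral control wells and 100% = ellipticine 6 µM median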
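Material: XiGFP fibroblasts, SV40-immortalized. Buffer or medium: DMEM plus 5-aza-dC sensitizer. Compound: single concentration per compound, delivered by pin transfer. Times: 3 days compound exposure. Controls: ellipticine 6 µM.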
E-selectin induc – E-selectin induction on HUVECs. P16581. HUVEC E-selectin immunofluorescence imaging; normalized: neutral wells 0, TNF-alpha wells 100. activation, % at 7.58 µM. 260,000 tested, 0.37% active;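 active = mean E-selectin-positive cell signal at least 10% of the positive control, reached in at least 60% of replicates, without over 20% cell loss; inconclusive = no rule given, readout overlaps actives, possibly toxicity-flagged; inactive = the rest, including those meeting only one limit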;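 note: in these data hits start at about 27%; measured in HUVEC primary endothelial cells; signal is the percent of cells scored E-selectin positive by PE staining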
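Assay system: HUVEC, human umbilical vein endothelial cells / Amount: 3,000 HUVEC/well / Controls: TNF-alpha positive control, DMSO neutral control / Compound dosing: single concentration / Medium: EGM-2 over gelatin coat / Evaluation: percent E-selectin-positive cells / Signal: immunofluorescence imaging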
Starred values were filed as active, the others as inactive; ? = inconclusive; / = not tested or not shown.

The line under a structure holds: RAD54 inh	S100A4 MyoIIA	ERAP1 inh	esBAF inh	RAD52 inh	ERp5 inh	XiGFP reactiv	E-selectin induc
COc1ccccc1N(CC(O)Cn1ccnc1C)S(=O)(=O)c1ccc(C)cc1 (stereo unspecified)
    /	2	0	/	1	-3	0.0	/
CCN(C(=O)C(C)N1C(=O)/C(=C/c2ccco2)SC1=S)C1CCS(=O)(=O)C1 (stereo unspecified)
    -14	-34	7	8	-47	8	0.1	/
COc1ccc(OC)c(N(C(=O)c2ccco2)C(C(=O)NC2CCCC2)c2cc(OC)c(OC)c(OC)c2)c1 (stereo unspecified)
    -10	-4	4	-2	-17	0	0.2	/
NC(=O)C1CCN(c2oc(-c3ccc(F)cc3)nc2S(=O)(=O)c2ccccc2)CC1
    1	-3	0	-5	-12	-1	0.3	0.4
CC(C)CCn1c(=O)c2ccccc2n2c(CCC(=O)NCC3CCCO3)nnc12 (stereo unspecified)
    -8	11	2	-4	-5	/	0.0	/
C[C@@H]1CN([C@@H](C)CO)C(=O)c2cc(NS(C)(=O)=O)ccc2O[C@H]1CN(C)Cc1ccccc1
    -2	12	0	-6	0	0	-0.3	-0.2
O=C(NCCc1c[nH]c2ccccc12)c1ccc2c(c1)OCO2
    -6	0	0	-14	-17	3	0.3	/
Cc1ccc(S(=O)(=O)Nc2ccc3c(c2)C(=O)N([C@H](C)CO)C[C@H](C)[C@H](CN(C)S(=O)(=O)c2cccs2)O3)cc1
    -22	-2	0	-5	-4	5	-0.9	-0.4
O=C(Nc1ccc(F)c(Cl)c1)c1cc(C2CCCN(S(=O)(=O)c3cccc4cccnc34)C2)on1 (stereo unspecified)
    1	-2	-1	40	-14	-3	0.0	0.2
Cc1ccc(-n2nnc3c(=O)n(Cc4ccccn4)cnc32)cc1C
    -5	-1	0	-6	-17	8	0.0	-0.4

Some of the entries so far, with tabs:
structure	RAD54 inh	S100A4 MyoIIA	ERAP1 inh	esBAF inh	RAD52 inh	ERp5 inh	XiGFP reactiv	E-selectin induc
COc1ccccc1N(CC(O)Cn1ccnc1C)S(=O)(=O)c1ccc(C)cc1 (stereo unspecified)	/	2	0	/	1	-3	0.0	/
CCN(C(=O)C(C)N1C(=O)/C(=C/c2ccco2)SC1=S)C1CCS(=O)(=O)C1 (stereo unspecified)	-14	-34	7	8	-47	8	0.1	/
COc1ccc(OC)c(N(C(=O)c2ccco2)C(C(=O)NC2CCCC2)c2cc(OC)c(OC)c(OC)c2)c1 (stereo unspecified)	-10	-4	4	-2	-17	0	0.2	/
NC(=O)C1CCN(c2oc(-c3ccc(F)cc3)nc2S(=O)(=O)c2ccccc2)CC1	1	-3	0	-5	-12	-1	0.3	0.4
CC(C)CCn1c(=O)c2ccccc2n2c(CCC(=O)NCC3CCCO3)nnc12 (stereo unspecified)	-8	11	2	-4	-5	/	0.0	/
C[C@@H]1CN([C@@H](C)CO)C(=O)c2cc(NS(C)(=O)=O)ccc2O[C@H]1CN(C)Cc1ccccc1	-2	12	0	-6	0	0	-0.3	-0.2
O=C(NCCc1c[nH]c2ccccc12)c1ccc2c(c1)OCO2	-6	0	0	-14	-17	3	0.3	/
Cc1ccc(S(=O)(=O)Nc2ccc3c(c2)C(=O)N([C@H](C)CO)C[C@H](C)[C@H](CN(C)S(=O)(=O)c2cccs2)O3)cc1	-22	-2	0	-5	-4	5	-0.9	-0.4
O=C(Nc1ccc(F)c(Cl)c1)c1cc(C2CCCN(S(=O)(=O)c3cccc4cccnc34)C2)on1 (stereo unspecified)	1	-2	-1	40	-14	-3	0.0	0.2
Cc1ccc(-n2nnc3c(=O)n(Cc4ccccn4)cnc32)cc1C	-5	-1	0	-6	-17	8	0.0	-0.4

Remaining list, next part
The line under a structure holds: RAD54 inh	S100A4 MyoIIA	ERAP1 inh	esBAF inh	RAD52 inh	ERp5 inh	XiGFP reactiv	E-selectin induc
CCc1nc(C)cn1S(=O)(=O)c1ccc(Br)cc1
    2	-3	1	-3	5	-1	0.1	/
Cc1ccc(O)c(NC(=O)CSc2n[nH]c(-c3ccccc3)n2)c1
    0	0	-4	10	1	3	0.2	-1.3
Cc1nn(C)c(C(=O)NNC(=O)Nc2cccc(C(F)(F)F)c2)c1Cl
    /	1	-1	/	-15	0	-0.1	/
COc1ccc(COC(=O)Nc2c(SC)nsc2SC)cc1
    /	-4	-1	/	3	-10	0.1	/
CCN=c1scc(C)n1/N=C/c1cc(Br)c(O)c(Br)c1
    /	-7	1	/	-13	0	0.1	/
C#CCOc1ccc(/C=C2/C(=O)NN(c3ccccc3)C2=O)cc1OC
    -7	0	0	-2	-9	0	0.0	/
COc1ccccc1-c1nnc(N)s1
    /	-24	-1	/	-6	10	0.1	/
CN(Cc1ccc(F)cc1)S(=O)(=O)c1ccc2[nH]c(=O)[nH]c2c1
    -1	-1	6	0	-2	1	0.1	-0.3
O=C(NCc1cccnc1)c1cnc2sccn2c1=O
    -8	-1	6	-8	33	2	-0.1	-0.1
Cn1c(=O)[nH]c(=O)c2c1nc(NCCCO)n2CCOc1ccccc1
    0	2	5	-8	7	4	0.0	-2.3
CCN1CCCn2c1nc1c2c(=O)n(C)c(=O)n1C
    /	-3	6	/	-13	5	0.1	0.2
CN(C(=O)CN1C(=O)NC(C)(c2cccc(Br)c2)C1=O)C1CCCCC1 (stereo unspecified)
    7	2	3	-7	-12	-3	0.0	/
CNC(=S)NNC(=O)c1ccccc1Br
    -4	0	3	/	2	-1	0.0	/
CC(C)COc1ccc(N)cc1OCC(C)C
    /	-12	-6	-7	-15	8	0.0	0.5
CCc1nc2ccc(C(=O)NCCCn3ccnc3)cn2c1N(C)Cc1cc2ccccc2s1
    -1	0	-4	-3	-4	3	0.1	0.0
Cc1cc(C)cc(C(=O)NC(CC(N)=O)c2ccc(N3CCN(C)CC3)c([N+](=O)[O-])c2)c1 (stereo unspecified)
    -5	8	/	0	-8	4	0.0	-0.1
Oc1ccccc1/C=N/Nc1ncc(Br)cn1
    8	-10	-2	18	-14	3	0.0	/
CCCC(=O)NC(=S)Nc1cccc(-c2nc3ncccc3o2)c1
    /	7	-2	/	-25	4	0.0	-0.4
Cc1ccc2cc(CN(CCCO)S(=O)(=O)c3cccc4nsnc34)c(=O)[nH]c2c1
    4	1	4	7	-11	1	/	/
CC(=O)N(C)C[C@H]1Oc2cc(C#Cc3ccncc3)ccc2S(=O)(=O)N([C@@H](C)CO)C[C@H]1C
    -4	-17	-1	-7	-10	5	-0.3	0.0

Next section (2 carried over from the part before).
The line under a structure holds: RAD54 inh	S100A4 MyoIIA	ERAP1 inh	esBAF inh	RAD52 inh	ERp5 inh	XiGFP reactiv	E-selectin induc
Cc1ccc2cc(CN(CCCO)S(=O)(=O)c3cccc4nsnc34)c(=O)[nH]c2c1
    4	1	4	7	-11	1	/	/
CC(=O)N(C)C[C@H]1Oc2cc(C#Cc3ccncc3)ccc2S(=O)(=O)N([C@@H](C)CO)C[C@H]1C
    -4	-17	-1	-7	-10	5	-0.3	0.0
COC(=O)CCCNC(=O)c1ccccn1
    5	-5	-2	-3	10	-2	0.2	/
O=S(=O)(NC1Cc2ccccc2C1)c1ccccc1
    3	3	4	-1	-8	8	0.3	-0.1
CN1CCN(C(=O)C[C@@H]2CC[C@H](NC(=O)c3ccc4c(c3)OCO4)[C@H](CO)O2)CC1
    8	0	0	-4	3	3	0.0	0.1
C=CCN1C(=O)C(CC(=O)O)SC1=Nc1ccc(C)cc1 (stereo unspecified)
    0	1	/	3	-6	-3	0.0	6.5
C#CC(=O)N(c1ccc(OC)cc1OC)C(C(=O)NC1CCCC1)c1cccs1 (stereo unspecified)
    /	-3	2	49	-6	1	0.1	/
O=C(Nc1ccc(F)cc1F)c1cc(-c2ccc3c(c2)OCO3)on1
    -1	3	-3	?	-18	0	0.1	/
COc1cc(C(=O)OCC(=O)N2CCN(S(=O)(=O)c3ccc(C)cc3C)CC2)c([N+](=O)[O-])cc1OC
    -8	-27	-3	0	-14	2	0.0	/
CS(=O)(=O)N1CC2(C1)[C@H](c1ccccc1)[C@@H](CO)N2CC1CCCC1
    /	38	1	/	-3	2	0.0	-0.1
O=C(c1cccc(Br)c1)N1CCN(S(=O)(=O)N2CCCCCC2)CC1
    -11	-4	0	5	-3	3	0.3	-1.2
CCOC(=O)/C=C/C(=O)Nc1ccc(-c2nnc3n2CCCCC3)cc1
    3	2	1	-1	-6	2	0.2	0.1
CCCc1cc(=O)oc2cc(C)cc(OC(C)C(=O)NCc3cccnc3)c12 (stereo unspecified)
    -2	-27	10	4	-20	8	0.0	0.2
CCOc1ccc(NC(=O)NCC2CCN(Cc3ccc(F)cc3)CC2)cc1
    4	0	-6	-10	-23	-1	0.0	0.2
NC(=O)c1cc(S(=O)(=O)N2CC=C(c3ccccc3)CC2)cs1
    -6	4	-5	2	-5	-3	0.2	/
Cc1cc(N2CCN(C)CC2)nc(-c2ccccc2O)n1
    23	2	10	/	13	2	0.1	0.1
O=C1Nc2ccc(Br)cc2C1=Nc1cccnc1
    -13	-6	-2	/	-15	12	0.0	2.9
CN(C)C(=O)c1ccc(-c2ccc([C@H]3[C@H](CO)N4CCCCN(S(C)(=O)=O)C[C@@H]34)cc2)cc1
    -8	5	0	/	-7	1	0.1	0.5
O=C(Cc1ccccc1)Nc1ccnn1C1CCN(Cc2nccs2)CC1
    -8	-3	3	-2	-9	5	0.0	/
CCc1cccc(NC(=O)C2CCCN(c3ncnc4c3nc3n4CCCCC3)C2)c1 (stereo unspecified)
    9	1	-3	11	-10	4	-0.1	/
COc1ccc(S(=O)(=O)N2CCN(C(=O)c3c(C)nn(-c4ccccc4)c3C)CC2)cc1
    2	-28	-1	-7	-13	-3	0.2	4.1
